Screening data: PubChem BioAssay, several laboratories
M5 ag = agonists of human muscarinic M5 receptor (CHRM5); AID 624037; actives 0.19% (n = 360,000); CHO-K1 hM5 cells, Fluo-8 calcium fluorescence; 0% DMSO wells, 100% maximal acetylcholine response; activation, % at 3 µM;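 active = activation above the run's mean over test compounds plus 3 SD, cut at about 23% in these data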;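 note: signal is peak over basal fluorescence ratio across the kinetic read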
TAAR1 antagonist = human TAAR1 antagonism. Q96RJ0. CHO RD-HGA16 TAAR1, Fluo-8 calcium fluorescence, antagonist. inhibition, % at 3 µM. actives 1.5% (n = 360,000);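 active = inhibition above a per-plate cutoff, the mean inhibition of test compounds on that plate plus 3 SD, cut at about 49% in these data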;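 note: 0% = DMSO plus EC80 beta-PEA response and 100% = DMSO alone without agonist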
Target sequence (Q96RJ0 whole entry, looked up): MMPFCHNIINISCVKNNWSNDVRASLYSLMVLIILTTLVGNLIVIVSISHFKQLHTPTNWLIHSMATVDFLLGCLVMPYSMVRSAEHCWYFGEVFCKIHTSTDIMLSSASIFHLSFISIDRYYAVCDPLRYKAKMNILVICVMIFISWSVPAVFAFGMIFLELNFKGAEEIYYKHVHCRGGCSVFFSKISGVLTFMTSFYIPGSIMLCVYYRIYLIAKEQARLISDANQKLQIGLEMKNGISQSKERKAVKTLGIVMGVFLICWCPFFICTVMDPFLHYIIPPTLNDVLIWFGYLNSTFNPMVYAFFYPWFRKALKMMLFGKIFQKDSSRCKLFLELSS
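Test system: CHO RD-HGA16 cells bearing hTAAR1 | Reagent: β-PEA, EC80 | Compound dosing: 3 µM, single point | Schedule: Dye loading 75 min at 37 °C, then 30 min room temperature | Signal: Calcium fluorescence with Fluo-8 | Evaluation: Percent inhibition of PEA-evoked calcium signal, max/basal emission ratio | Control set: DMSO-only wells and EC80 β-PEA-stimulated wells | Repeats: Singlicate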
M1 PAM parental = nonselective activator or artifact in parental CHO-K1 calcium assay; ATP EC20, Fluo-8 calcium fluorescence; 0% at ATP EC20, 100% at ATP max; activation, % at 3 µM; actives 0.02% (n = 360,000);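 active = activation above the run cutoff, the mean activation of all test compounds plus 3 SD, cut at about 40% in these data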;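 note: peak over basal fluorescence ratio in a 140 s read after ATP addition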
CHRM5 PAM = potentiates acetylcholine response at human M5 receptor; P08912; CHO-K1 hM5, Fluo-8 calcium, ACh EC20 PAM; 0% = ACh EC20, 100% = ACh EC100; activation, % at 3 µM; actives 0.3% (n = 360,000);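 active = activation above the run cutoff, the mean activation of all test compounds plus 3 SD, cut at about 18% in these data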
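System: CHO-K1 hM5 cells. Reagent: acetylcholine, EC20 level. Compound dosing: single dose, 3 µM nominal final test concentration. Timing: Post-acetylcholine fluorescence recording 140 s. Detection: Fluo-8 calcium fluorescence. Read-out: % activation, ACh-normalized. Benchmarks: ACh EC20 and EC100 wells. Repeats: singlicate, one well per test compound.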
TAAR1 agonist = agonists of human TAAR1; Q96RJ0; CHO RD-HGA16 TAAR1, Fluo-8 calcium fluorescence; vehicle wells 0%, saturating PEA agonist 100%; activation, % at 3 µM; actives 0.99% (n = 360,000);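 active = activation above the mean activation of all test compounds in the run plus 3 SD, cut at about 38% in these data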
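test system = CHO RD-HGA16 cells carrying human TAAR1 plus Gα16 | schedule = 17-24 h seeding, 75 min 37 °C dye, 30 min RT | compound dosing = 3 µM single concentration | control set = DMSO and PEA EC100 | replicates = n 1 | signal = Fluo-8 fluorescence, 5 s baseline then 140 s kinetic read | measure = percent activation vs PEA EC100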
CHRM5 antagonist = blocks acetylcholine activation of human M5 receptor | P08912 | CHO-hM5 cells, Fluo-8 calcium fluorescence, ACh EC80 | inhibition, % at 3 µM | actives 0.59% (n = 360,000);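 active = inhibition above a per-plate cutoff, the mean of that plate's test compounds plus 3 SD, cut at about 27% in these data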;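 note: 0% = acetylcholine EC80 with DMSO and 100% = DMSO without agonist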
CHRM4 PAM = potentiates acetylcholine response at human M4 receptor | AID 624126 | actives 0.4% (n = 360,000) | P08173 | activation, % at 3 µM | CHO-K1 hM4/Gqi5, Fluo-8 calcium fluorescence, ACh EC20; 0% = ACh EC20, 100% = maximal ACh;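 active = activation above its plate's cutoff, the mean activation of sample wells plus 3 SD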; note: some results filed as inactive read as strong as hits
Target sequence (P08173 whole entry, looked up): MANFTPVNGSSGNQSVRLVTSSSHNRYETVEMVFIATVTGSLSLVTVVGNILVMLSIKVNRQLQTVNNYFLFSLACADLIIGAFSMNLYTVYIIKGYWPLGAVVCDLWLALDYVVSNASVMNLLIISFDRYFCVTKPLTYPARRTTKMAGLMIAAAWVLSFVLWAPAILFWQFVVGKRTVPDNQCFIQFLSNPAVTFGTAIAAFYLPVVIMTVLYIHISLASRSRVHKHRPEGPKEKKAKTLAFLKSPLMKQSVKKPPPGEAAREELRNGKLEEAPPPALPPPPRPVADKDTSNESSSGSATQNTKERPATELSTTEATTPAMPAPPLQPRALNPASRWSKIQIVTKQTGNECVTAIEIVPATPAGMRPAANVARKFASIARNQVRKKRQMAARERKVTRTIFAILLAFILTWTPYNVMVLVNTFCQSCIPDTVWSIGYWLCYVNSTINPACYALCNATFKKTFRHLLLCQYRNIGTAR
CRFBP-R2 block = blocks CRF-induced signaling of the CRF-BP/CRF-R2 complex. HEK293 CRF-R2/CRF-BP, CRF-induced calcium fluorescence. inhibition, % at 11.8 µM. actives 0.59% (n = 350,000). AID 588475;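 active = inhibition of the ligand-induced calcium signal above about 50% at the single tested concentration, limit read from the data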
CRFBP-R2 agonist = agonists of human CRF-binding protein/CRF-R2 receptor complex; HEK293 CRF-R2/CRF-BP, calcium dye fluorescence (FLIPR); percent of saturating CRF peptide response; activation, % at 13.2 µM; actives 0.46% (n = 350,000);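 active = activation of at least 50%, plus an integration ratio under a set limit after plate pattern correction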;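 note: plate controls were neutral control wells without compound for no effect and CRF at EC100 for full effect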
* hit, by the source's call; . = not tested or not shown.

The opening 3 records, to show the layout:
Every second line gives: M5 ag	TAAR1 antagonist	M1 PAM parental	CHRM5 PAM	TAAR1 agonist	CHRM5 antagonist	CHRM4 PAM	CRFBP-R2 block	CRFBP-R2 agonist
CC(Oc1ccc(Br)cc1)C(=O)N(C)CC(=O)Nc1ccc(N2CCOCC2)cc1 (stereo not drawn)
  6	5	-15	2	3	3	6	4	0.0
COc1ccccc1N1CCN(S(=O)(=O)/C=C/c2ccccc2)CC1
  12	22	20	-6	11	-5	0	24	-0.5
CC1CCCCN1C(=O)Cn1c(=O)n(CCC(=O)NCc2ccco2)c(=O)c2sccc21 (stereo not drawn)
  -2	9	-1	0	2	5	1	-11	1.3

Main list, from the start:
Every second line gives: M5 ag	TAAR1 antagonist	M1 PAM parental	CHRM5 PAM	TAAR1 agonist	CHRM5 antagonist	CHRM4 PAM	CRFBP-R2 block	CRFBP-R2 agonist
CC(Oc1ccc(Br)cc1)C(=O)N(C)CC(=O)Nc1ccc(N2CCOCC2)cc1 (stereo not drawn)
  6	5	-15	2	3	3	6	4	0.0
COc1ccccc1N1CCN(S(=O)(=O)/C=C/c2ccccc2)CC1
  12	22	20	-6	11	-5	0	24	-0.5
CC1CCCCN1C(=O)Cn1c(=O)n(CCC(=O)NCc2ccco2)c(=O)c2sccc21 (stereo not drawn)
  -2	9	-1	0	2	5	1	-11	1.3
Cc1ccccc1S(=O)(=O)Cc1ccc(C(=O)NC(C)c2ccc3c(c2)OCCO3)o1 (stereo not drawn)
  4	36	4	-11	8	7	-8	-11	0.0
COc1ccc(OC)c(C(=O)COC(=O)CNC(=O)c2ccccc2)c1
  -2	-9	21	-1	2	-15	-2	0	35
CC(C)Oc1ccc(C2CC(=O)N(c3ccc(N(C)C)cc3)C2=O)cc1 (stereo not drawn)
  -4	10	4	-1	7	-4	-2	0	1.1
COCCCNC(=O)C1CCN(C(=O)c2cc3sccc3n2Cc2ccc(F)cc2)CC1
  6	-12	16	-7	8	-4	4	10	1.1
C/C(=N\NC(=O)c1cccc2ccccc12)c1ccccn1
  1	-9	6	7	8	-1	-2	-4	0.5
O=C(COC(=O)c1ccncc1)c1ccccc1
  0	-18	21	14	0	-3	6	1	-1.3
CSCCC(NC(=O)COc1ccccc1)C(=O)N(C)CC(=O)Nc1c(C)cccc1C (stereo not drawn)
  1	-14	19	3	3	-1	8	11	-2.3
O=C(C[n+]1cc(-c2ccc(Cl)cc2)n2c1CCC2)N1c2ccccc2Sc2ccccc21
  -10	-18	-3	-18	0	99*	-19	1	2.0
COc1ccc(CC(=O)Nc2sccc2C#N)cc1S(=O)(=O)N1CCOCC1
  2	-23	6	-2	2	2	-1	-1	0.2
O=C(C1CCN(S(=O)(=O)c2cnc[nH]2)CC1)N1CCn2c1nc1ccccc12
  0	-10	19	5	2	-4	9	-10	1.8
COC(=O)[C@@]12CCCCN1[C@H](c1ccc(-c3ccccc3)c(OC)c1)[C@H]1C(=O)N(C)C(=O)[C@H]12
  0	-19	9	-5	9	22	6	-5	1.1
CC(NC(=O)CSCc1ccc(Br)cc1)c1ccccc1 (stereo not drawn)
  -5	-2	17	1	0	6	-2	-13	-0.1
CCCCOc1ccc(/C=c2\sc3ncnn3c2=O)cc1
  -2	17	2	-4	6	1	-2	-12	-0.4
C=CCNC(=S)N/N=C/c1ccc(C(C)(C)C)cc1
  -12	-5	0	-21	5	4	-13	-3	-1.6
CN(c1c[nH]c(=O)[nH]c1=O)C1CCCCC1
  2	7	16	9	-1	-17	9	-5	7.2
O=C(CCNC(=O)c1ccc([N+](=O)[O-])cc1)Nc1ccc(F)cc1F
  -1	-9	-8	5	2	0	1	12	-1.1
Cc1nn(CC(=O)Nc2ccc(N(C)C)cc2)c(C)c1[N+](=O)[O-]
  0	4	-9	5	2	6	3	13	-1.7
C/C(=N\NC(=O)c1cccc(S(=O)(=O)N2CCCC2)c1)c1ccc(OCC(=O)N(C)C)cc1
  0	-5	-3	-5	1	7	1	-6	5.9
NNC(=O)c1cc2c(N3CCC(Cc4ccccc4)CC3)ncnc2s1
  3	32	15	0	11	8	2	-39	-5.4
COc1ccc(S(=O)(=O)N2CCC(C(=O)NC(C)CCc3ccccc3)CC2)cc1 (stereo not drawn)
  -2	-19	-11	-1	2	7	2	8	-0.7
COc1ccc(OCC(=O)Nc2cccc(S(=O)(=O)N(C)c3ccccc3)c2)c([N+](=O)[O-])c1
  3	12	-11	2	1	0	9	5	-0.6
O=C(c1ccc(Br)o1)N(Cc1ccccc1)Cc1ccccc1
  -8	50*	4	-15	16	12	-8	10	-0.9
CCCCCNC(=O)C(C1CC1)n1c(=O)c(-c2ccco2)nc2ccccc21 (stereo not drawn)
  2	2	.	4	-1	-9	-1	.	.
COC(=O)c1ccc(NC(=O)CCn2cccc2)cc1
  1	5	17	-4	4	5	0	14	-1.5
CCCCC(=O)Oc1cc(C)[nH]c(=O)c1[N+](=O)[O-]
  -1	-21	7	-5	7	-4	-5	1	-0.3
CC(C)(C)c1cc(C(=O)N/N=C/c2ccncc2)n[nH]1
  -3	-15	10	7	2	-11	5	-20	2.3
S=c1[nH]nc(CCSCc2ccccc2)n1-c1ccccc1
  1	-16	14	9	5	-5	-1	-1	0.0
CN(CC(=O)Nc1ccc(F)cc1)C(=O)c1ccc2ccccc2n1
  -4	-23	-6	4	3	6	6	-15	-3.4
CCN(CC)CCN(Cc1cc2cc3c(cc2[nH]c1=O)OCO3)C(=S)NCC1CCCO1 (stereo not drawn)
  -3	-4	20	-5	1	11	-2	12	-2.1
CCN(CC)c1ccc(NC(=O)c2ccccc2F)cc1
  -6	-6	17	-5	6	0	-5	17	-0.6
CC(C)(C)n1c(O)c2ccc(C(=O)N=NC(=O)c3ccccc3)cc2c1O
  -1	35	-28	-6	11	10	4	3	-0.1
CCOC(=O)c1cncc(C#CCOC(=O)Nc2ccc(OC(F)(F)F)cc2)c1
  -2	73*	-5	-8	51*	7	-20	-5	29
NC(=O)C1CCN(C(=O)CCSc2ccccc2)CC1
  -6	8	3	-7	6	10	7	-3	2.6
CCOC(=O)C(NC(=O)NCc1cccc(C(F)(F)F)c1)(OCC)C(F)(F)F (stereo not drawn)
  -2	-8	13	4	2	-7	-2	-15	-1.1
CCCCNS(=O)(=O)c1ccc2nc(-c3cccnc3)cc(C(=O)NC(C)C)c2c1
  1	1	0	-1	2	-1	5	3	1.6
Cc1ccc(-c2cc3nc(NCCOc4ccccc4Cl)n(C)c(=O)c3s2)cc1
  -1	-19	-8	-3	1	2	1	.	.
O=S1(=O)c2ccccc2C(CCO)N1Cc1ccccc1 (stereo not drawn)
  2	3	12	0	8	3	20	-6	2.0
COc1cccc(C(=O)OCCCOC(=O)c2cccc(OC)c2OC)c1OC
  0	4	5	-4	2	-3	-2	6	-0.6
Cc1cc(-c2ccccc2)nc(N(C)NC(=O)c2cccc(C(F)(F)F)c2)c1S(C)(=O)=O
  -1	9	10	4	1	-14	1	-22	4.8
CC1(C(=O)NCCC#N)CCN1C(=O)C1(c2ccccc2)CCCC1 (stereo not drawn)
  0	-12	13	2	1	-4	-2	.	.
Cc1ccc2cc(C)c3nnc(SCC(=O)c4cccs4)n3c2c1C
  -1	12	13	4	4	14	-4	3	0.5
CC(C)CCN(C(=O)CNC(=O)c1cccs1)C(C(=O)NC1CCCCC1)c1cccnc1 (stereo not drawn)
  6	3	-9	9	0	-9	12	-11	-2.8
O=C(N/N=C/c1ccc(O)cc1)c1csc2ccccc12
  -1	23	-4	-7	32	14	-4	20	2.8
CC(=O)NCCNc1nc2cc(-c3cccc(C(F)(F)F)c3)sc2c(=O)n1C
  0	4	9	-3	4	7	5	.	.
CCc1nnc(NC(=O)c2ccncc2)s1
  -4	1	16	20*	5	-7	18*	5	-0.3
CC1CCC(=NNC(=O)Cc2cccn2C)CC1 (stereo not drawn)
  1	9	22	2	3	-6	-3	41	-2.5
C[C@@H]1CN([C@H](C)CO)C(=O)CCCn2nncc2CO[C@@H]1CN(C)S(=O)(=O)c1ccc(C#N)cc1
  -1	-17	-1	-1	2	3	5	-8	1.0

Continued:
Every second line gives: M5 ag	TAAR1 antagonist	M1 PAM parental	CHRM5 PAM	TAAR1 agonist	CHRM5 antagonist	CHRM4 PAM	CRFBP-R2 block	CRFBP-R2 agonist
CC(=O)Nc1ccc(OCc2cnc(Cl)s2)cc1
  -1	9	-12	-1	5	-5	0	7	0.0
CC1C(=O)N2CCCc3cc(S(=O)(=O)N4CCN(c5cccc(Cl)c5)CC4)cc1c32 (stereo not drawn)
  -3	-27	-28	-4	-1	2	-5	-6	-0.4
Cc1nn(C)c(C)c1C1C(C#N)=C(N)OC2=C1C(=O)CC(C)(C)C2 (stereo not drawn)
  0	-15	-8	-4	2	-1	-4	-6	0.4
Cc1ccc2nc(C)cc(C(=O)N3CCCC(N4CCN(c5ccccc5C)CC4)C3)c2c1 (stereo not drawn)
  -4	-16	-2	-6	2	19	-3	1	-0.6
NCCCC[C@H]1CNC(=O)C(=O)N1CC1CCCCC1
  -1	-6	14	-6	6	8	-3	7	-1.7
CCOC(=O)Cc1csc(NC(=O)c2cccc([N+](=O)[O-])c2)n1
  1	-15	-22	-7	2	6	-7	5	-3.3
Cc1cc(C)n(S(=O)(=O)c2ccc(Cl)cc2)n1
  -4	-15	-22	-7	2	0	-3	11	-2.1
Cc1ccc(O)c(CNc2nc3ccccc3[nH]2)c1
  1	2	-19	-8	7	7	-11	8	0.2
CC(Oc1ccccc1)C(=O)Nc1nc2c(s1)C(=O)CC(C)(C)C2 (stereo not drawn)
  -2	18	13	-9	18	7	4	2	0.6
CN(C(=O)c1ccc(NC(=O)Cc2cccc(NC(=O)C3CCCN(C(=O)C4CC4)C3)c2)cc1)C1CC1 (stereo not drawn)
  1	3	-8	3	0	-9	4	3	-0.7
CC(C)Cc1nc2ccccc2n1CCc1ccccc1
  -8	-14	11	-5	0	-5	-8	22	0.7
CCN(CC)S(=O)(=O)c1cc([N+](=O)[O-])ccc1N1CCC(C(N)=O)CC1
  -4	-20	-6	11	2	3	4	-6	0.1
COc1ccc2oc(C(=O)NNC(=O)c3ccc(F)cc3)c(C)c2c1
  -1	-26	6	2	-1	3	10	6	0.3
CCOC(=O)C1=NN(C(C)=O)C2(CC(=O)N(c3ccc(C)c(C)c3)C2=O)C1 (stereo not drawn)
  -1	11	3	-3	3	7	2	10	-0.3
CN1C/C(=N\S(=O)(=O)c2ccccc2)N(C)C1=O
  -2	-33	19	7	1	-6	2	19	-2.5
Cc1ccc2c(c1)N(S(=O)(=O)c1ccc(CN3C(=O)c4cccnc4C3=O)cc1)CCO2
  0	-10	-7	12	9	2	3	-16	2.7
